Screening results (PubChem BioAssay)
FBW7 activator = FBW7 E3 ligase activators, primary screen, biochemical, AlphaScreen, human; AlphaScreen FBW7–phospho-cyclin E peptide binding, activator screen; normalized activity (activation), % at 26.1 µM; 0.13% of 650,000 active; AID 1259310, 2017; in the data active means normalized activity above about 1.9%;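 further: purified mutant Fbw7 with reduced substrate affinity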
GPR151 activ = activators of human GPR151, primary screen, cell-based, PathHunter beta-arrestin, luminescence | 1% of 650,000 active | PathHunter beta-arrestin GPR151 cells | activation, % at 11.2 µM | G-protein coupled receptor 151 (Homo sapiens), Q8TDV0 | AID 1508602, 2020; in the data active means activation above about 4.9%;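 further: 0% = median of compound wells and 100% = cells with positive control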
Target sequence (Q8TDV0 whole entry, looked up): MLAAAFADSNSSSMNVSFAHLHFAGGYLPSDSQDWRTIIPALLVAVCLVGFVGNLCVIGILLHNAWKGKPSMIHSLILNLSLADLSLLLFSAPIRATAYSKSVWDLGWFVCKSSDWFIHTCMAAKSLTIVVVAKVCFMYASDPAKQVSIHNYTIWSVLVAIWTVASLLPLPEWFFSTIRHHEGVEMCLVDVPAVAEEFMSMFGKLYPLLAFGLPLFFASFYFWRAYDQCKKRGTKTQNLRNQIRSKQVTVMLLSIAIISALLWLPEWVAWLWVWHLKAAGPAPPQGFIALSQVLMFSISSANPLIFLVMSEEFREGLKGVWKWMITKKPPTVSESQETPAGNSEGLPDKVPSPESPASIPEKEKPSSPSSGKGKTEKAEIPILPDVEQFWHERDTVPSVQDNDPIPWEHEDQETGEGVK
TEAD-YAP block = TEAD-YAP interaction inhibition, primary screen, TEAD-YAP interaction inhibitor project, luminescence, HEK-TIYL cells. inhibition, % at 9.12 µM. TEAD-Gal4/YAP UAS-luciferase luminescence. 1.4% of 640,000 active; in the data active means inhibition above about 32%;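 further: 0% = median of test compound wells and 100% = reference inhibitor wells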
MITF inh = MITF inhibitors, primary screen, biochemical, AlphaScreen, human; AlphaScreen MITF homodimerization, bead proximity signal; inhibition, % at 2.6 µM; 0.91% of 650,000 active; AID 1259374, 2018; in the data active means inhibition above about 50%;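 further: 0% = vehicle wells with protein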
Target sequence (O75030 whole entry, looked up): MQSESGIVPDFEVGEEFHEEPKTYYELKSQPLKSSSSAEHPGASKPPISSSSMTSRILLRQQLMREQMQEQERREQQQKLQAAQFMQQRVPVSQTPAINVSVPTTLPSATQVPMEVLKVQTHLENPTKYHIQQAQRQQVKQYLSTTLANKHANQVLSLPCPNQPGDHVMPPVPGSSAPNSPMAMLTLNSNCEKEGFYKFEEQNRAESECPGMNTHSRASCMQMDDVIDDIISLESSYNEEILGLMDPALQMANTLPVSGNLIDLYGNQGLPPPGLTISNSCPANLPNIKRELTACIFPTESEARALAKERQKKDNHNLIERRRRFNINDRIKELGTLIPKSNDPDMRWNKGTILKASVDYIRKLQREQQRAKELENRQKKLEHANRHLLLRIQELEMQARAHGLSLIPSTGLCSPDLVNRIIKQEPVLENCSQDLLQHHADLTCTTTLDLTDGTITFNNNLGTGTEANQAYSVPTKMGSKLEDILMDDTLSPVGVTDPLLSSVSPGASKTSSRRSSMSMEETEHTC
The depositor's hits bear a star; & = joins results of further samples. Compounds were not picked by outcome; any-hit rate near 3.4%.

SMILES	FBW7 activator	GPR151 activ	TEAD-YAP block	MITF inh
COc1ccc(NC(=O)N2CCCC(N3CCN(c4ccccc4OC)CC3)C2)c(C)c1 (centres undefined)	0.2	0.3	4	12
COc1ccc(NC(=O)CCN2C(=O)C3CC=C(Cl)CC3C2=O)cc1 (centres undefined)	0.3	0.8	-16	-13
NC(=O)C1CCN(C(=O)c2ccc3c(=O)n(Cc4ccccc4Cl)c(=S)[nH]c3c2)CC1	0.0	-0.7	1	2
Cc1cccc(NC(=O)Cn2cc(S(=O)(=O)c3ccccc3)c(=O)c3cc(C)ccc32)c1	-0.1	1.1	4	5
O=C(CSc1nnc(-c2ccc(O)cc2)o1)Nc1cccc(Cl)c1	0.2	1.6	-72	3
Cc1ccccc1OCc1ccc(-c2nc(C#N)c(N3CCCCC3)o2)o1	-0.4	-1.6	-7	3
COc1ncc(-c2ccncc2)cc1[N+](=O)[O-]	0.0	0.4	-10	12
CC(C)N1CCC(N2CCN(Cc3cnn(-c4cccc(F)c4)c3)CC2CCO)CC1 (centres undefined)	0.0	0.3	12	2
COC(=O)c1ccc(/C=C2/C(=O)NN(c3ccc(C)c(C)c3)C2=O)cc1	-0.1	5.2*	-1	13
Cc1c(C(=O)NCCc2ccccc2)oc2ccc(S(=O)(=O)N3CCOCC3)cc12	0.0	0.6	-17	-8
COc1cc(C(=O)O)ccc1OCC(=O)Nc1ccccc1C(F)(F)F	0.3	0.1	2	11
O=C1OC(c2cccc3ccccc23)=N/C1=C/c1cc(Br)cs1	-0.1	-0.3	-1	8
Cc1cccc(C(=O)Nn2cnc3ccccc3c2=O)c1	0.1	2.4	-31	5
NC(=O)CCN(Cc1ccccc1)S(=O)(=O)c1ccccc1	-0.1	-0.3	-8	0
CCCCCCCC(=O)NNC(=O)c1ccc(NC(C)=O)cc1	0.0	1.9	1	2
Cc1cccnc1NC(=O)Cn1cnc2sc3c(c2c1=O)CCCC3	-0.2	-0.6	4	4
O=C(NCc1ccccc1F)c1ccc(N2CCC(NCCCc3cccnc3)CC2)cc1	-0.1	-1.2	8	9
CCN1CCN(C(=O)Nc2ccc(F)c(Cl)c2)CC1	0.4	1.0	-7	10
COCCN1C(=O)c2ccccc2C(C(=O)N2CCCC2)C1c1c[nH]c2ccccc12 (centres undefined)	0.0	-1.0	-8	-4
O=C(Oc1ccc(O)c(CO)c1)c1ccccc1	-0.1	-0.1	-7	5
O=S1(=O)NC(=NC(c2ccccc2)c2ccccc2)c2ccccc21	0.1	-0.1	3	0
C=CCN1C(=O)CC(C(=O)Nc2ccc(OC)cc2)SC1=Nc1ccc(Cl)cc1 (centres undefined)	0.2	0.1	4	3
O=C(O)c1cn(-c2cccc(C(F)(F)F)c2)c(=O)c2ccccc12	0.3	0.2	1	-14
CCC(=O)N1CCC2(CC1)c1ccccc1[C@@H](NC(=O)Cc1ccccc1)[C@@H]2OC	0.8	-0.2	-9	6
CCc1nnc(NC(=O)Cc2noc3ccc(C)cc23)s1	-0.1	1.6	-10	2
COc1ccc(-c2c(C)c3c(n2C)C(c2ccccc2)Oc2ccccc2-3)cc1 (centres undefined)	-0.4	0.0	1	4
O=C(NCc1ccccc1)c1cccc(-n2c(=S)[nH]c3cc(Cl)ccc3c2=O)c1	1.0	-1.4	6	11
Cc1ccc(C(=O)Nc2nc3c(s2)CCC3C(=O)NCCc2ccc(Cl)cc2)cc1 (centres undefined)	0.0	-1.2	-2	-12
COc1ccc(Br)cc1/C=C1\N=C(c2c(-c3ccccc3)noc2C)OC1=O	-0.1	2.6	-4	12
COC(=O)C1(N2CCCCC2)/C(=C(\O)c2ccccc2)C(=O)C(=O)N1c1ccccc1 (centres undefined)	0.2	0.0	-8	-1
COC(=O)c1c(NC(=O)COc2ccccc2Cl)sc2c1CCC(C)C2 (centres undefined)	0.4	-0.6	-1	2
COc1ccc(C2C(C(=O)Nc3cc(C)on3)c3ccccc3C(=O)N2C)cc1OC (centres undefined)	0.0	0.5	-7	-22
CCn1c(=O)c(C(=O)NCc2ccccc2)c(O)c2ccccc21	-0.1	1.3	4	1
CC(C)(C)c1ccc(/C=N/N=C2\NC(=O)C(CC(=O)O)S2)cc1 (centres undefined)	0.1	-1.3	28	6
COc1ccc(N(C)S(=O)(=O)c2ccc3c(c2)CCN3C(C)=O)c(OC)c1	-0.1	0.6	15	-168
CN(N=Nc1ccc([N+](=O)[O-])cc1)c1ccccc1	-0.2	0.4	-69	-6
CNC(=O)c1c(NC(=O)/C=C/c2cccs2)sc2c1CCC2	1.2	-0.4	-13	7
OCCN1CCN(c2nccn3c(-c4ccc5ccccc5c4)cnc23)CC1	0.4	1.3	6	7
COc1cc(C2CC(=O)N(Cc3cccc(F)c3)c3ccccc3S2)cc(OC)c1OC (centres undefined)	0.0	0.2	5	-6
Cn1c(=O)c2c(nc(Cl)n2Cc2cccc(F)c2)n(C)c1=O	0.2	-1.5	0	11
CCOc1ccc(N2CC(C(=O)NCCc3ccccc3)CC2=O)cc1 (centres undefined)	0.0	-0.7	12	-5
COc1cc(/C=C2/N=C(c3cc(I)ccc3Cl)SC2=O)cc(OC)c1OC(C)=O	0.2	0.5	-10	4
Cc1cccn2c(=O)c3cc(C(=O)NC(C)C)sc3nc12	0.9	0.6	-2	8
O=C(O)COc1ccc(Br)cc1C1C2=C(CCCC2=O)OC2=C1C(=O)CCC2	0.0	-0.2	15	14
CC/C(=N/NC(=O)COc1ccc(C)cc1[N+](=O)[O-])c1ccccc1	0.0	-0.8	-11	-3
COc1ccc(NC(=O)CSCc2ccco2)c(OC)c1	0.1	-2.0	-13	0
Cc1ccc(C(=O)Nc2nnc(C3=COCCO3)o2)cc1	-0.1	3.8	-2	14
Cc1ccccc1N1CC(C(=O)Nc2ccc(I)cc2)CC1=O (centres undefined)	-0.1	0.4	-2	3
O=C1CC(c2ccc(Cl)cc2)CN1C(=O)Nc1ccc(Cl)cc1 (centres undefined)	-0.1	-0.1	2	11
O=C(c1ccccc1-c1ccccc1)N1CCCCC1	0.6	-0.7	0	15

Results in FBW7 activator and GPR151 activ, for 2 of the compounds above:
molecule,FBW7 activator,GPR151 activ
COc1cc(/C=C2/N=C(c3cc(I)ccc3Cl)SC2=O)cc(OC)c1OC(C)=O,0.2,0.5
Cc1cccn2c(=O)c3cc(C(=O)NC(C)C)sc3nc12,0.9,0.6

Other records.
SMILES	FBW7 activator	GPR151 activ	TEAD-YAP block	MITF inh
CC(=O)Nc1ccc(S(=O)(=O)N2CCC(O)(c3ncccc3C)CC2)cc1	-0.1	0.9	7	4
COCCN(C(=S)Nc1ccccc1C)C(C)c1ccccn1 (centres undefined)	-0.2	2.7	1	-4
CC(C)(C)CC(=O)NCC(c1cccs1)S(=O)(=O)c1ccc(F)cc1 (centres undefined)	0.1	0.9	-4	3
CCOc1cc(/C=C(\C#N)C(=O)Nc2ccc(Cl)cc2[N+](=O)[O-])ccc1OC(C)=O	-0.2	-0.3	-1	-1
CC(C)Oc1ccc(Br)cc1/C=N/NC(=O)Cn1nnc(-c2ccccc2)n1	-0.1	0.3	4	36
Cc1cccc2sc(NNC(=O)c3ccccc3)nc12	-0.5	-0.2	8	-28
Cc1cc(C)n(-c2nnc(C)n2/N=C/c2ccco2)n1	0.0	1.7	-5	-6
COC(=O)c1ccc(SCC(=O)NC2CCCCCC2)c([N+](=O)[O-])c1	-0.1	-0.5	-18	2
N#Cc1ccccc1NC(=O)COc1ccc2ccccc2c1	0.1	-1.2	-24	15
OCC(O)CSc1nc2ccccc2[nH]1 (centres undefined)	0.2	0.3	-4	22
COc1ccc(NCc2cc3ccc(OC)cc3n(CC(=O)Nc3cccc(OC)c3)c2=O)cc1	-0.2	0.7	2	1
O=C(NCC1CCCN(Cc2ccc(CO)o2)C1)c1n[nH]c2ccccc12 (centres undefined)	0.0	2.0	9	2
O=C(CNC(=O)c1cccc(F)c1)N/N=C/c1ccc(Cl)c([N+](=O)[O-])c1	-0.1	0.2	1	0
Cc1[nH]c2ccccc2c1C(=O)CN1CCN(Cc2ccccc2)CC1	-0.2	0.2	6	10
CC(C)(C)NC(=O)c1cc(N2C(=O)CCS2(=O)=O)ccc1Cl	0.2	-0.1	-9	-4
CC(C(=O)N1CCCC(c2c(S(C)(=O)=O)cnc3ncnn23)C1)c1ccccc1 (centres undefined)	0.3	1.5	1	12
O=C(c1ccc(-c2cnc3[nH]c(=O)n(C4CCCC4)c3n2)cc1)N1CCOCC1	-0.1	0.2	7	22
CCS(=O)(=O)N1CCC(C(=O)Nc2ccc(C)cc2)CC1	-0.1	-0.1	8	-2
COC(=O)c1ccc(-c2ccco2)n1CC(=O)NC1CCCC1	0.1	-0.5	-9	-2
CCOc1ccc(C(=O)N2CCc3ccccc32)cc1	0.0	-2.2	-13	5
CN(C)c1nc(SCCO)nc(N(C)C)n1	0.0	-0.8	8	8
COc1ccc2c(c1)O[C@H]1c3ccc(OC)cc3OC[C@@H]21	0.2	4.1	-5	-13
O=C(Nc1cccc(OC(=O)c2cccs2)c1)c1cccs1	0.2	-0.3	12	-1
Cc1ccc(N2C(=O)CC(NCc3ccccc3F)C2=O)cc1 (centres undefined)	-0.1	1.0	-10	-1
CCOC(=O)C1=C(C)NC2=C(C(=O)CC(c3ccccc3)C2)C1c1ccccn1 (centres undefined)	0.0&-0.1	0.4&-0.3	11&11	-11&-4
O=C(CC1C(=O)NCCN1Cc1cccc(Oc2ccccc2)c1)NCCc1ccccn1 (centres undefined)	0.1	-0.7	5	7
Cc1nc(N(C)c2ccc(C(C)C)cc2)c2c(C)c(C(=O)NCC3CCCO3)sc2n1 (centres undefined)	0.0	1.7	4	1
CC(=O)/C(C(=N)N1CCN(c2cccc(Cl)c2)CC1)=C(/C)O	0.2	-0.2	-7	-4
COC(=O)C1=C(C)N=c2s/c(=C\c3ccccc3Cl)c(=O)n2C1c1cccs1 (centres undefined)	-0.1	1.4	1	-2
CCOC(=O)c1ccc2c(c1[N+](=O)[O-])C(=O)c1ccccc1C2=O	-0.1	1.7	-3	-6
O=C(CCn1nc(-c2ccccc2)ccc1=O)NCCCN1CCCCC1	0.0	0.2	8	-6
Cc1ccc(C2OC3(C(=O)c4ccccc4C3=O)C3C(=O)N(c4ccccc4Br)C(=O)C23)cc1 (centres undefined)	-0.1	-0.4	2	-12
Cc1ccc(C(=O)N/N=C\c2ccc(O)c([N+](=O)[O-])c2)cn1	-0.1	-0.1	5	8
Nc1nc(SCC(=O)NCc2ccc(Cl)cc2)n[nH]1	0.1	0.4	11	9
CCOC(=O)c1nn(-c2ccccc2)c(=O)c2c(NC(=O)CC(C)C)scc12	0.8	-0.4	2	10
Cc1ccc(-n2ncc3c(NC4CCCCCC4)ncnc32)c(C)c1	-0.1	2.4	-34	3
O=C(NCCCn1ccnc1)C1CC12CCN(Cc1ccc3ncccc3c1)CC2 (centres undefined)	0.0	0.3	-2	-46
O=c1c2c3c(sc2n2c(=S)[nH]nc2n1Cc1ccccc1)CCC3	0.0&0.0	-0.9&1.3	3&-1	8&2
O=C(CCCn1c(=S)[nH]c2ccccc2c1=O)N1CC=C(c2ccccc2)CC1	1.0	-1.2	-22	17
CC1CCCC(C)N1CCNC(=O)c1ccc2c(c1)ncn2C1CCCC1 (centres undefined)	-0.2	-0.3	-4	-4

Filtered by structure: the compounds so far with a thiophene ring, fused or not.
SMILES	FBW7 activator	GPR151 activ	TEAD-YAP block	MITF inh
O=C1OC(c2cccc3ccccc23)=N/C1=C/c1cc(Br)cs1	-0.1	-0.3	-1	8
Cc1cccnc1NC(=O)Cn1cnc2sc3c(c2c1=O)CCCC3	-0.2	-0.6	4	4
COC(=O)c1c(NC(=O)COc2ccccc2Cl)sc2c1CCC(C)C2 (centres undefined)	0.4	-0.6	-1	2
CNC(=O)c1c(NC(=O)/C=C/c2cccs2)sc2c1CCC2	1.2	-0.4	-13	7
Cc1cccn2c(=O)c3cc(C(=O)NC(C)C)sc3nc12	0.9	0.6	-2	8
CC(C)(C)CC(=O)NCC(c1cccs1)S(=O)(=O)c1ccc(F)cc1 (centres undefined)	0.1	0.9	-4	3
O=C(Nc1cccc(OC(=O)c2cccs2)c1)c1cccs1	0.2	-0.3	12	-1
Cc1nc(N(C)c2ccc(C(C)C)cc2)c2c(C)c(C(=O)NCC3CCCO3)sc2n1 (centres undefined)	0.0	1.7	4	1
COC(=O)C1=C(C)N=c2s/c(=C\c3ccccc3Cl)c(=O)n2C1c1cccs1 (centres undefined)	-0.1	1.4	1	-2
CCOC(=O)c1nn(-c2ccccc2)c(=O)c2c(NC(=O)CC(C)C)scc12	0.8	-0.4	2	10
O=c1c2c3c(sc2n2c(=S)[nH]nc2n1Cc1ccccc1)CCC3	0.0&0.0	-0.9&1.3	3&-1	8&2
